# Screening results as filed in PubChem.
# TrxR1 substrate = rat thioredoxin reductase 1 substrate activity. O89049. purified TrxR1 substrate turnover, NADPH consumption readout. Potency, µM (top dose mostly 114 µM), for inactives: at the highest dose activity change, negative = substrate turnover. 390,000 tested, 0.01% active; note: potency is the fitted concentration of half-maximal effect; % is set by controls: 0 for no effect and ±100 for the full control effect; nearly all actives have a fitted effect of over 50% in size
#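 Rat TrxR1, dispensed at 90 nM, was prereduced with 400 uM NADPH (final) for 5 min at ~22 deg C, then incubated with compound 15 min before 400 uM selenite. A first-read NADPH fluorescence drop versus no-compound background flagged substrates.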
# PI4K2A inh = inhibitors of human PI4K2A; 420,000 tested, 0.13% active; purified PI4K2A, ADP-Glo luminescence, 1 h; active compounds read low; Q9BTU6; activity change, negative = inhibition, % at 76.9 µM; in the data active = activity change below about -50%; inconclusive = mostly about -30% to -49%;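 note: -100% = wells without enzyme as full effect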
#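 Compounds are screened against recombinant PI4K2A using PI as substrate and ATP, the latter dispensed at 300 microM. Reactions run one hour at ambient temperature before ADP-Glo detection; full inhibition defined by wells lacking enzyme.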
# USP1-UAF1 inh = USP1/UAF1 (human) deubiquitinase inhibition. recombinant USP1/UAF1, Ub-Rhodamine cleavage fluorescence. Potency, µM (top dose mostly 57.1 µM), inactives show at the highest dose activity change, negative = inhibition, hits mostly inhibitors. 390,000 tested, 0.23% active. AID 743255; note: potency is the fitted concentration of half-maximal effect; % is set by controls: 0 for no effect and ±100 for the full control effect; nearly all actives have a fitted effect of over 60% in size; inactives centre near -12
#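 High-throughput fluorogenic screen: 1nM USP1/UAF1 complex, Ub-Rho substrate 150nM final, 50mM HEPES pH 7.8 with 0.5mM EDTA, 0.1 mg/ml BSA, 1mM TCEP and 0.01% Tween-20.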
# D2 agonist = activates the human D2 dopamine receptor; P14416; HEK293 T-REx D2 cells, calcium flux agonist mode; activation, % at 2 µM; 340,000 tested, 0.53% active;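 active = activation over 3 SD above normal in the single-dose calcium agonist read, cut at about 30% in these data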; note: 0% is about no effect
# Target sequence (P14416 whole entry, looked up): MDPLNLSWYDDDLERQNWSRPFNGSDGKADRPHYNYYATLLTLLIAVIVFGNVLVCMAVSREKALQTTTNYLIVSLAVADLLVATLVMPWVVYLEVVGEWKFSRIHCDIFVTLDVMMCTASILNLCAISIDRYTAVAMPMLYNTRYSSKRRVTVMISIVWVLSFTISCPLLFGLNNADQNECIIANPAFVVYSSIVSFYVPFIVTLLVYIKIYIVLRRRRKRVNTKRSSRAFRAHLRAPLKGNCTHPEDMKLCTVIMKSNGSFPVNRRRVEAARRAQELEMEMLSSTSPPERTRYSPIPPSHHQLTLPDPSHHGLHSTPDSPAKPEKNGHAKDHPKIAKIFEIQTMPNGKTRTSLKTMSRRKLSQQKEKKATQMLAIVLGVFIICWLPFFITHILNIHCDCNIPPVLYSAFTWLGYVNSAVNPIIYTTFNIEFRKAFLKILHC
#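 Tetracycline-induced HEK293 T-REx cells with force-coupled D2 receptor, plated overnight at 30 C, loaded with no-wash calcium dye. After a 10 s baseline, compound was pin-added and calcium flux read kinetically for 180 s; calcium rises flagged agonists.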
# IDH1 R132H inh = human IDH1 R132H inhibition. IDH1-R132H enzyme, NADPH consumption, diaphorase/resazurin fluorescence. Potency, µM (series often up to 76.6 µM), without a hit: at the top dose activity change, negative = inhibition, usual class: inhibitors. 390,000 tested, 0.093% active. AID 602179; note: potency is the fitted concentration of half-maximal effect; % is set by controls: 0 for no effect and ±100 for the full control effect; nearly all actives have a fitted effect of over 65% in size
# Target sequence (O75874 whole entry R132H, stated change not applied): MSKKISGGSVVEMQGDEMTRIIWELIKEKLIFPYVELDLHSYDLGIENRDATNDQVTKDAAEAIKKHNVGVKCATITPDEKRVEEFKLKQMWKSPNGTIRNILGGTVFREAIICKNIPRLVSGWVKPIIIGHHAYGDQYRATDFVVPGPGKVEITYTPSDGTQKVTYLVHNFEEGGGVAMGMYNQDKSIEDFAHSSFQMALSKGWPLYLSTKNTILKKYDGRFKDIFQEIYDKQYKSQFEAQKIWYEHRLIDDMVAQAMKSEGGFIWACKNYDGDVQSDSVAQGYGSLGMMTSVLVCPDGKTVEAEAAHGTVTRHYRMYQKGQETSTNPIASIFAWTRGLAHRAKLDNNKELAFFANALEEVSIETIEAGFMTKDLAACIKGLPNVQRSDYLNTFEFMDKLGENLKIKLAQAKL
#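 IDH1-R132H (0.5 ug/mL dispensed) in pH 7.5 Tris buffer was preincubated 30 min with compound, then given a substrate mix of 0.016 mM NADPH and 2 mM alpha-KG for 80 min at room temperature; remaining NADPH was read by diaphorase/resazurin fluorescence.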
# TrxR1 inh = inhibitors of rat thioredoxin reductase 1; O89049; recombinant rTrxR1, NADPH fluorescence consumption, selenite substrate; Potency, µM (top dose mostly 114 µM), without a hit: top-dose activity change, negative = inhibition, actives largely listed as inhibitors; 390,000 tested, 1% active; note: potency is the fitted concentration of half-maximal effect; % is set by controls: 0 for no effect and ±100 for the full control effect; nearly all actives have a fitted effect of over 65% in size
#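 Rat TrxR1 (90 nM in the dispensed reagent) was pre-reduced with 400 uM NADPH for 5 min at room temperature, then incubated with compound for 15 min. After 400 uM selenite was added, NADPH fluorescence (Ex 340/Em 450 nm) was followed for 8 min.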
# D2 antag = D2 dopamine receptor (human) antagonism | P14416 | 340,000 tested, 2% active | HEK293 TREx D2 cells, calcium flux, dopamine EC80 | inhibition, % at 10 µM; in the data active = inhibition above about 30%; note: 0% is about no effect
#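 Cells plated overnight at 30 C with tetracycline; no-wash calcium dye, 30–90 min RT; 10 s baseline; compound pinned; 180 s read; EC80 dopamine added; another 180 s read.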
# TRHR ag = TRH receptor (human) agonism; P34981; TRHR cells, calcium flux fluo-8, FDSS agonist mode; activation, % at 2 µM; 360,000 tested, 0.18% active; AID 493084; in the data active = activation above about 30%; note: 0% is about no effect
#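 Steps: seed TRHR cells overnight; add fluo-8 no-wash Ca dye, RT 30 min–1.5 h; record 10 s baseline; pin-transfer compounds; monitor fluorescence 1 cycle/s for the agonist window. Calcium increases flag candidate agonists.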
# TRHR PAM = allosteric enhancers of human TRH receptor; P34981; TRHR cells, fluo-8 calcium fluorescence, EC20 TRH enhancement; enhancement, % at 2 µM; 360,000 tested, 0.66% active; in the data active = enhancement above about 30%; note: 0% is about no effect
#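 TRHR-expressing cells loaded with fluo-8 calcium dye were read kinetically (ex 480/em 530) during compound addition, then stimulated with an EC20 of TRH (10 nM final). Enhancement of the Gq-mediated intracellular calcium response was scored.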
# Starred values were filed as active, the others as inactive; ? = inconclusive; nt = no result given; & = joins results of further samples; [ ] = another dose, or the depositor's remark. Unless noted, calls come from the whole dose curve; as a rule, active = well fitted inhibition curve with a large enough effect; inconclusive = small, poorly fitted or top-dose-only effect; inactive = no such curve, though single readings can be large or run the other way.
SMILES,TrxR1 substrate,PI4K2A inh,USP1-UAF1 inh,D2 agonist,IDH1 R132H inh,TrxR1 inh,D2 antag,TRHR ag,TRHR PAM
O=c1c2ccccc2nc(-c2ccco2)n1CCc1ccc(O)cc1,4%,1,-18%,0.6,-3%,11%,26,0.1,-4
CCCCN(C(=O)NC(=O)Nc1ccccc1OC)S(C)(=O)=O,4%,-2,-20%,-0.2,2%,13%,-4,1.0,6
O=C(NCc1ccc(F)cc1)C(=O)NCC1OCCN1S(=O)(=O)c1ccc2c(c1)OCCO2 (centres undefined),1%,1,-18%,-0.4,7%,13%,-4,-0.2,-12
C/C(=N/NC(=O)c1sc(=S)n(C)c1C)c1ccccc1,-17%,8,-10%,0.5,-13%,-15%,-6,-0.1,0
CC(C)c1ccc(NC(=O)c2cn(C3CCCCC3)c(=O)c3c2c2ccccc2n3C)cc1,13%,1,-28%,-1.6,0%,17%,nt,0.7,3
CC(C)(C)C(=O)c1cn(CC(=O)NCc2ccc3c(c2)OCO3)c2ccccc12,-18%,-13,-23%,-0.3,1%,?,-10,0.3,-12
c1ccc(-n2nnnc2CN2CCOCC2)cc1,-11%,2,1%,nt,0%,-29%,nt,0.5,1
CC1CCC(NC(=O)CC(NC(N)=O)c2ccccc2Cl)CC1 (centres undefined),4%,3,-16%,-0.2,4%,14%,-3,-0.4,3
COC(=O)N1C(=O)[C@](c2ccccc2)(C2CCCC2)N1C(=O)OC,13%[57.1 µM],-14,-15%,-1.0,0%,?,-46,-1.1,5
O=C1CSC(c2ccncc2)N1Cc1ccccc1 (centres undefined),-1%[57.1 µM],2,-4%,0.0,0%,8%[57.1 µM],-4,0.2,1
O=c1oc2ccccc2c(Nc2ccc(F)cc2)c1[N+](=O)[O-],-1%,2,-22%,-0.4,-1%,17%,11,-0.1,2
CC(C)(C)NC(=O)C[C@H]1C[C@H](C(=O)N2CCCCC2)[C@@]2(CCc3ccccc3)c3[nH]c4ccc(Cl)cc4c3CCN2C1=O,0%,-1,-28%,nt,-13%,13%,nt,nt,nt
COc1ccc(C(=O)NCC(c2cccs2)S(=O)(=O)c2ccc(F)c(C)c2)cc1 (centres undefined),-1%[57.1 µM],-1,-26%,0.0,11%,25%[57.1 µM],nt,-0.6,2
Cc1sc2nc(COC(=O)c3cccc(OC(F)F)c3)[nH]c(=O)c2c1C,-4%,-5,-7%,-1.7,10%,6%,-2,-0.9,-1
COc1ccc(C(=O)SC2=NCCS2)cc1,-9%,5,-9%,-0.1,-2%,6%,6,-0.8,1
CCCCNC(=O)N1CCc2ccccc2C1,16%,-8,-9%,-1.4,1%,27%,-5,-0.4,2
CC1(NC(=O)c2cc(S(=O)(=O)N3CCCCC3)ccc2Cl)CCS(=O)(=O)C1 (centres undefined),3%,5,-16%,-3.3,5%,12%,-28,1.0,7
Cc1nsc2nc3c(F)c(F)c(F)c(F)c3cc12,28%,-2,-19%,-0.2,-2%,0%,2,-0.1,-2
CN(C)S(=O)(=O)c1cc(NC(=O)CN2CCN(c3ccccc3F)CC2)ccc1Cl,-2%[57.1 µM],-4,-19%,54*,10%,2%[57.1 µM],53*,-0.1,-1
Cc1ccc(S(=O)(=O)N2CCC(C(=O)Nc3ccncc3)CC2)cc1,4%[11.4 µM],-5,-3%,0.2,0%,8%[11.4 µM],-8,-0.2,0
CCN(Cc1ccccc1)C(=O)CSc1nc(C)cc(=O)[nH]1,-7%,-4,-13%,-0.8,-7%,12%,-14,-0.1,2
COC(=O)C1=C(C)N=C2SCCC(=O)N2C1c1ccc(C(=O)OC)cc1 (centres undefined),4%,9,-16%,0.3,-5%,10%,-4,0.2,6
CC1CC(C)CN(C(=O)c2ccc(NS(=O)(=O)c3ccc4[nH]c(=O)[nH]c4c3)cc2)C1 (centres undefined),-5%,0,-10%,0.4,-3%,-13%,1,0.1,-5
Cc1ccc(NC(=O)CSc2nnc3scc(-c4ccc(Cl)cc4)n23)cc1,0%,-1,-14%,-0.2,nt,16%,nt,-0.1,17

# Profiles as entered above:
# Entry for COc1ccc(C(=O)NCC(c2cccs2)S(=O)(=O)c2ccc(F)c(C)c2)cc1 (centres undefined) = TrxR1 substrate: -1%[57.1 µM]; PI4K2A inh: -1; USP1-UAF1 inh: -26%; D2 agonist: 0.0; IDH1 R132H inh: 11%; TrxR1 inh: 25%[57.1 µM]; D2 antag: nt; TRHR ag: -0.6; TRHR PAM: 2
# Entry for COc1ccc(C(=O)SC2=NCCS2)cc1 = TrxR1 substrate: -9%; PI4K2A inh: 5; USP1-UAF1 inh: -9%; D2 agonist: -0.1; IDH1 R132H inh: -2%; TrxR1 inh: 6%; D2 antag: 6; TRHR ag: -0.8; TRHR PAM: 1
# Entry for CN(C)S(=O)(=O)c1cc(NC(=O)CN2CCN(c3ccccc3F)CC2)ccc1Cl = TrxR1 substrate: -2%[57.1 µM]; PI4K2A inh: -4; USP1-UAF1 inh: -19%; D2 agonist: 54*; IDH1 R132H inh: 10%; TrxR1 inh: 2%[57.1 µM]; D2 antag: 53*; TRHR ag: -0.1; TRHR PAM: -1

# More structures:
SMILES,TrxR1 substrate,PI4K2A inh,USP1-UAF1 inh,D2 agonist,IDH1 R132H inh,TrxR1 inh,D2 antag,TRHR ag,TRHR PAM
O=C(COC(=O)c1ccc(Cl)nc1)Nc1ccccc1OC(F)F,5%[57.1 µM],-3,-10%,0.0,-4%,10%[57.1 µM],9,-0.2,0
CC(C)C[C@H](NC(=O)c1[nH]cnc1C(=O)N[C@@H](C)c1ccccc1)C(=O)OC(C)(C)C,-11%,-5,-19%,-0.1,18µM*,-9%,2,-0.6,3
CC(C)N(Cc1nccn1C)C(=O)CC1C(=O)NCCN1Cc1ccccc1C(F)(F)F (centres undefined),1%[57.1 µM],-7,-1%,1.0,5%,20%[57.1 µM],-16,0.5,3
CCOC(=O)c1sc2ncn(CC(=O)Nc3cc(C)on3)c(=O)c2c1C,6%,2,-23%,0.4,12%,20%,5,0.3,-9
CN1C(=O)C(CCC(=O)O)NC1=S (centres undefined),0%,6,-16%,nt,14%,19%,nt,0.3,-7
Cc1ccc(NC(=O)N2CCCC(c3ccccc3)C2)cc1 (centres undefined),8%,-2,-22%,nt,40%[activator],22%,nt,0.4,1
Cc1ccc(/C=N/NC(=O)c2nnn(-c3nonc3N)c2-c2ccc3c(c2)OCO3)s1,1%,-1,-18%,4.9,8%,17%,9,0.4,7
Cc1ccc(Cn2nnc3c(=O)[nH]c(C4CCN(S(=O)(=O)c5ccccc5F)CC4)nc32)cc1,6%,-22,-15%,-0.2,0%,17%,19,-0.3,9
COc1ccc(N2CCN(C(=O)CCc3cc(OC)c(OC)c(OC)c3)CC2)cc1,3%,-2,-21%,-0.3,2%,12%,15,0.1,1
COC(=O)CCC(=O)OC1(C)C(=O)C2=CN(c3ccc(OC)cc3)C(c3ccc(OC)cc3)=CC2=C(Br)C1=O (centres undefined),0%[57.1 µM],-16,?,nt,10%,7%[57.1 µM],nt,nt,nt
COCCCNC(=O)CCc1nnc2ccc(N3CCC(C)CC3)nn12,-5%,2,-12%,0.1,0%,8%,0,0.3,-6
Cc1ccc(C(=O)COC(=O)CNC(=O)CN2C(=O)c3ccccc3C2=O)cc1,-5%,1,-16%,-0.4,-2%,-7%,-16,-0.4,1
COc1ccc(OCC2c3cc(OC)c(OC)cc3CCN2C(=O)c2ccc(F)cc2)cc1 (centres undefined),3%[57.1 µM],-3,-27%,-0.7,14%,8%[57.1 µM],nt,0.1,1
CCO[C@@H]1OC(C(N)=O)=C[C@H](c2cn(C(C)=O)c3ccccc23)[C@H]1CCCO,13%[57.1 µM],2,-21%,0.1,26%,22%[57.1 µM],9,-0.2,4
O=C(O)c1ccccc1Cc1nc2cc(Cl)ccc2c(=O)[nH]1,-8%,0,-3%,nt,1%,19%[57.1 µM],nt,-0.6,-3
COC(=O)C1C2C=CC3(CN(Cc4cccs4)C(=O)C13)O2 (centres undefined),-4%[57.1 µM],-2,4%,0.5,-3%,10%,7,-1.5,25
CCOc1ccc2oc(=O)cc(CN3CCN(C(=O)c4ccc(OC)c(OC)c4)CC3)c2c1,0%,-13,-13%,0.4,10%,?,nt,-1.0,-4
Cc1ccc(OCC(=O)Nc2ccccc2N2CCOCC2)c(C)c1,0%,8,-26%,-0.8,15%,8%,-13,1.9,5
COc1ccc(C(=O)N(C)C2CCCc3ccccc32)cc1OC1CCN(C(C)C)CC1 (centres undefined),1%,1,-6%,nt,8%,-20%,nt,-0.3,-6
CC(=O)Nc1ccc(NC(=O)c2c(C)nn(-c3ccccc3)c2-n2cccc2)cc1,-1%,-2,-9%,0.2,0%,-4%,nt,0.1,3
COc1ccccc1CNS(=O)(=O)CC12CCC(CC1=O)C2(C)C (centres undefined),5%[57.1 µM],-3,-22%,-0.2,0%,12%[57.1 µM],-4,-0.1,-5
CCn1cc2nc(SCC(=O)Nc3ccc(OC)c(OC)c3)n(Cc3ccc(Cl)cc3)c(=O)c2n1,-15%,0,-24%,-0.6,-5%,-16%,nt,-0.4,2
Oc1ccc(N=Cc2sc3ccccc3c2Cl)cc1,-14%,?,25µM*,0.1,16%,?,-4,-0.1,2
COc1ccc(C(CNC(=O)c2oc3cc(C)c(Cl)cc3c2C)N2CCCCC2)cc1 (centres undefined),-4%&-4%,0&1,-7%&-17%,-0.7&0.1,-3%&-3%,19%&12%,-24,-0.5&0.0,3&-1
OCCN1CCN(C2CCC(c3ccc(F)cc3)c3ccc(F)cc32)CC1 (centres undefined),-1%,-1,-17%,nt,4%,14%,nt,nt,nt
Cc1cccnc1NC(=O)CN1C(=O)c2ccccc2S1(=O)=O,0%[57.1 µM],2,-9%,-0.2,0%,-3%[57.1 µM],-5,0.3,-2
O=C(Nc1ccc2c(c1)OCCO2)C1CCN(S(=O)(=O)c2cccc3nsnc23)CC1,-1%,-5,-10%,nt,-3%,-2%,nt,nt,nt
O=C(NCCCN1CCCC1=O)c1ccc(CNS(=O)(=O)c2ccc(F)cc2)cc1,2%,-6,-11%,0.2,5%,5%,5,0.4,6
